SR-BI DiI inh – mouse SR-BI HDL lipid transfer inhibition; Q61009; AID 488896; hit rate 0.96% among 320,000; ldlA[mSR-BI] CHO cells, DiI-HDL uptake fluorescence, 3 h; inhibition, % at 12.5 µM;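 active = mean replicate inhibition of at least 70% and a set share of replicates each scoring 70 or more; inconclusive = meets just one of the two criteria; inactive = fails both criteria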;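 note: 0% = median of neutral control wells and 100% = median of positive control wells; values of inactives mirror those of a sister screen read the other way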
Target sequence (Q61009 whole entry, looked up): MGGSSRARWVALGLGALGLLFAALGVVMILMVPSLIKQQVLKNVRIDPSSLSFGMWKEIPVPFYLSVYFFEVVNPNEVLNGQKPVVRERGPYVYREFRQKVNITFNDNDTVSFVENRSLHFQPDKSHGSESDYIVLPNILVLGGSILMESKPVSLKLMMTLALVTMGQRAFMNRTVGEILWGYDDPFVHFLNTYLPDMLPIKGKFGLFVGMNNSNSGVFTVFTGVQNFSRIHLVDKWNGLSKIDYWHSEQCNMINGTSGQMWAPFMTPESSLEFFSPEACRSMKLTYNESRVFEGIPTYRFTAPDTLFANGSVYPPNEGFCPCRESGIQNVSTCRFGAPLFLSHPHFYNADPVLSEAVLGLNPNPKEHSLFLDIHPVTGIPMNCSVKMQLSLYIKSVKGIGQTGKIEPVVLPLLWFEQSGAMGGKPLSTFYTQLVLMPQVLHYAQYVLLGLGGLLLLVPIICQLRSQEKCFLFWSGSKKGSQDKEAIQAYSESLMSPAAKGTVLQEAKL
phage Ecoli inh – E. coli growth loss with phage present; growth absorbance; inhibition, % at 11.9 µM; hit rate 0.26% among 360,000; in the data active = inhibition above about 11%
SR-BI uptake up – SR-BI HDL lipid transfer activation. AID 504775. hit rate 0.096% among 320,000. CHO ldlA[mSR-BI] cells, DiI-HDL uptake fluorescence, 3 h; 100 = double the neutral-control signal. activation, % at 12.5 µM;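 active = mean replicate activation of at least 60% and every replicate at or above 60%; inconclusive = mean or all-replicate condition met, but not both; inactive = mean below 60% and not all replicates reaching 60%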;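 note: 0% = median plate neutral-control signal and 100% = twice that signal; values of inactives mirror those of a sister screen read the other way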
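System: LDL receptor-deficient CHO ldlA cells overexpressing murine SR-BI | Timing: 3 h uptake period with compound, 37 °C | Medium: HEPES-buffered (25 mM, pH 7.4) F12 plus 0.5% BSA | Dosing: Single-point compound dose | Signal: Bottom-read fluorescence, 550/595 nm | Read-out: Retained DiI signal reflecting DiI-HDL uptake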
CAL PDZ FP-1 – blocks peptide binding to human CAL PDZ domain; purified CAL PDZ, TMR-peptide fluorescence polarization, 1 h; inhibition, % at 20 µM; hit rate 0.02% among 330,000; AID 504414;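 active = highest replicate inhibition of at least 40%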;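 note: plate controls were DMSO neutral control wells for no effect and unlabeled competitor peptide control wells for full effect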
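Material: tagged CAL PDZ protein CerCALP, purified; buffer or medium: sodium phosphate/NaCl buffer pH 7.4 with TCEP, IgG, Thesit; also added: fluorescent TMR peptide probe; schedule: 1 h incubation at room temperature before polarization reading; technique: fluorescence polarization from S- and P-plane intensities, G-factor corrected; control set: unlabelled peptide and DMSO controls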
Tat transport – inhibitors of E. coli Tat protein transport; inhibition, % at 10 µM; hit rate 0.036% among 340,000; AID 488895; E. coli MC4100 TorA-mCherry Tat export, fluorescence;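 active = mean replicate inhibition at least 50% and at least half of replicates individually reaching 50%; inconclusive = only one of the two criteria met; inactive = neither criterion met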;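 note: exported cargo escapes ClpAP degradation while cytoplasmic cargo is degraded and loses fluorescence; 0% = median of neutral control wells and 100% = median of NaSCN control wells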
Wnt bcat act – activators of Wnt/beta-catenin signaling. hit rate 1.2% among 300,000. AID 743398. Wnt/beta-catenin reporter cell assay, activator, plate reader. activation, % at 9.35 µM; in the data active = activation above about 30%, passing the limit was not always enough; inconclusive = no clear call, values can overlap the other calls;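 note: 0% = neutral control wells and 100% = positive control wells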
AddAB inh – less growth of phage-infected E. coli with AddAB; E. coli expressing H. pylori AddAB, absorbance growth; hit rate 0.29% among 330,000; inhibition, % at 11.9 µM; in the data active = inhibition above about 12%;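 note: 0% = vehicle wells of infected cells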
CAL PDZ FP-2 – inhibitors of human CAL PDZ peptide binding; hit rate 0.92% among 300,000; AID 602252; inhibition, % at 24.9 µM; purified CAL PDZ, TMR-peptide fluorescence polarization, 1 h;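 active = mean inhibition of at least 30% with at least half of replicates also reaching 30%; inconclusive = no clear call, values can overlap the other calls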;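 note: 0% = DMSO neutral control and 100% = excess unlabeled competitor peptide PRC23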
MITF act – activators of MITF-driven TRPM1 promoter activity in SK-MEL-5 cells | SK-MEL-5 TRPM1-promoter luciferase, 24 h; % of positive control, neutral wells = 0 | activation, % at 12.5 µM | hit rate 0.75% among 300,000;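 active = mean activation of at least 80% with every replicate also reaching 80%; inconclusive = mean reaches 80% but some replicate falls short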;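 note: 0% = neutral control wells and 100% = parthenolide positive control wells; values of inactives mirror those of a sister screen read the other way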
Ecoli viability – counter-screen for AddAB inhibitors: E. coli growth inhibition | AID 449728 | inhibition, % at 11.9 µM | hit rate 0.27% among 330,000 | E. coli V3065 growth, OD600 absorbance, 18 h;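 active = inhibition above the campaign's mean inhibition across all tested compounds plus 3 SD, cut at about 9.9% in these data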;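 note: uninfected addAB+ strain grown without phage in ampicillin broth; 0% = DMSO wells and 100% = ciprofloxacin 0.95 µg/ml wells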
An asterisk follows results filed as active; ? = inconclusive; · = not tested or not shown.

Order of results: SR-BI DiI inh	phage Ecoli inh	SR-BI uptake up	CAL PDZ FP-1	Tat transport	Wnt bcat act	AddAB inh	CAL PDZ FP-2	MITF act	Ecoli viability
> COc1ccccc1CN1C(=O)CN(C2CCCC2)C(=O)C1c1ccc(F)cc1 (centres undefined)
  12	0.4	-12	-1.2	0	-2	0.8	·	8	0.2
> CC(=O)NS(=O)(=O)c1ccc(NC(=O)CSc2ccc(C)cc2)cc1
  -1	0.5	1	-2.8	6	0	-0.7	1	-12	1.6
> Cc1cc(C)c(C)c(S(=O)(=O)NCCN2CCOCC2)c1C
  -5	-2.5	5	0.1	-5	1	-0.3	-2	·	1.2
> Cc1ccc(OCC(=O)N2N=C(C(F)(F)F)CC2(O)C(C)(C)C)cc1C (centres undefined)
  4	0.0	-4	-1.2	21	-11	-1.9	·	4	-1.7
> COc1cc(OC)cc(C(=O)NC(=S)Nc2nnn(C)n2)c1
  0	1.0	0	-0.4	3	-1	0.9	-3	·	1.5
> CCCC(=O)c1cc(-c2nc3ccccc3n2C)n(C)c1
  38	1.6	-38	-3.0	-2	·	1.4	-4	11	1.1
> Cc1c2cnn(CC(=O)N3CCOCC3)c(=O)c2c(C)n1Cc1ccccc1F
  -24	3.1	24	0.1	-2	-1	-1.6	·	2	0.1
> CCn1nnc(NC(=O)C(C)(c2ccccc2)c2ccccc2)n1
  -16	0.5	16	-0.1	7	1	2.5	·	1	1.9
> CCN(CCCNC(=O)C1CCN(S(=O)(=O)CC)CC1)c1cccc(C)c1
  9	2.0	-9	-0.1	-18	-3	3.1	1	3	1.4
> COc1ccc(/C=C/C(=O)Nc2nc(C)c(C(=O)N(C)C)s2)cc1OC
  19	0.6	-19	-4.5	-4	-1	3.0	-4	-5	1.4
> CCOc1ccc(NC(=O)CN(C)C(=O)c2sc3ccccc3c2Cl)cc1OCC
  57	2.4	-57	-0.4	6	-1	0.2	7	-12	-1.3
> CC1CCN(S(=O)(=O)CCNC(=O)c2ccccc2)CC1
  -24	4.6	24	-0.9	-6	-4	0.0	0	-4	2.5
> O=C(Nc1ccc(F)cc1)C1CCN(C(=O)c2ccc(F)cc2)CC1
  -5	-1.4	5	0.2	10	-2	-2.5	·	-6	1.1
> CCCC(=O)Nc1ccc(NC(=O)c2ccco2)c(OC)c1
  34	2.7	-34	-2.2	9	16	0.9	-2	88*	3.0
> CCN(CC)C(=O)Cn1cc(SCC(=O)NC)c2ccccc21
  -23	-2.5	23	0.3	-8	0	0.2	-2	-5	-2.5
> O=C(Nc1ccn(Cc2c(F)c(F)cc(F)c2F)n1)c1cccc(Cn2cc([N+](=O)[O-])cn2)c1
  55	0.6	-55	-1.4	0	·	-1.2	-8	-4	-2.1
> COc1cccc(N(CC(=O)Nc2cccc(N(C)S(C)(=O)=O)c2)S(C)(=O)=O)c1
  -24	3.3	24	-0.2	-4	-1	0.1	-3	1	-2.7
> O=C(O)c1cc(-c2ccccc2Cl)n(-c2ccc(F)cc2)n1
  -2	1.2	2	-1.3	-2	0	0.1	-17	-4	-1.3
> O=C(Nc1ccc2c(c1)OCO2)c1ccc(S(=O)(=O)N2CCCC2)cc1
  28	5.0	-28	-21	1	-1	4.0	0	8	3.9
> CCNC(=O)C(=O)NCC(c1ccc2c(c1)OCO2)N1CCOCC1 (centres undefined)
  -23	0.7	23	-2.6	3	-1	2.4	-1	0	-1.5

Additional results
Order of results: SR-BI DiI inh	phage Ecoli inh	SR-BI uptake up	CAL PDZ FP-1	Tat transport	Wnt bcat act	AddAB inh	CAL PDZ FP-2	MITF act	Ecoli viability
> CCOC(=O)c1c(C)[nH]c(C(=O)COC(=O)/C=C/c2ccc3c(c2)OCO3)c1C
  -14	2.9	14	-2.6	-1	2	0.3	-4	-6	0.2
> CC(C)c1ccc(-c2nc3c([nH]2)c(=O)n(C)c(=O)n3C)cc1
  -3	1.0	3	-1.9	-9	-1	2.4	-6	-3	0.2
> COC(=O)c1c(NC(=O)CS(=O)(=O)c2ccccc2)sc(C)c1C
  43	-0.4	-43	-2.3	-1	6	-0.2	45*	3	0.6
> CC(=O)OCCn1c(C)[n+](CCOC(C)=O)c2cc(Cl)c(Cl)cc21
  -4	4.1	4	-0.7	7	-1	3.6	3	-8	0.5
> CCOC(=O)C1C(=O)C(=O)N(C(C)C)C1C(=O)OCC (centres undefined)
  -9	2.5	9	-0.3	-10	-2	·	13	5	·
> Cc1c(NS(=O)(=O)c2cc(C(=O)NCc3cccnc3)cc(Cl)c2Cl)c(=O)n(-c2ccccc2)n1C
  -22	1.8	22	-1.7	-7	-2	-1.0	-8	-7	1.1
> COc1ccc(NC(=O)N(C)C[C@H]2Oc3c(NC(=O)NC4CCCCC4)cccc3C(=O)N([C@H](C)CO)C[C@@H]2C)cc1
  25	2.6	-25	0.3	3	0	0.7	-5	1	-1.4
> O=C(COC(=O)c1ccc(S(=O)(=O)N2CCOCC2)cc1)Nc1nc(-c2ccccc2)cs1
  -9	1.9	9	·	-4	-1	1.4	3	42	2.4
> Cc1ccc(S(=O)(=O)N(CCC(=O)NCC(c2ccccc2)N(C)C)c2ccccc2)cc1 (centres undefined)
  -9	1.9	9	1.2	-8	-2	·	1	1	·
> Cc1ccc(CN2[C@@H](CC3CCCCC3)COCCS2(=O)=O)cc1
  -1	1.0	1	-0.5	-7	-1	1.6	-3	6	-1.0
> Cc1nnc(NC(=O)c2cc(-c3ccco3)nc3ccccc23)s1
  3	2.6	-3	-1.7	0	-3	-0.7	-3	10	-3.5
> O=C(CSc1nc2ccccc2c(=O)n1CCCO)NCc1ccccc1
  -18	3.0	18	-1.5	-5	-14	-0.6	-4	9	-0.2
> COc1ccc2c(c1)c(CC(=O)NCc1cc([N+](=O)[O-])ccc1O)c(C)n2C(=O)c1ccc(Cl)cc1
  62	2.7	-62	-1.1	-6	1	-1.9	4	-13	-2.0
> NC(=O)C1(N2CCCCC2)CCN(CC(=O)Nc2ccccc2Sc2ccccc2)CC1
  -7	-0.3	7	-1.0	4	-2	0.5	-2	4	-0.7
> COc1ccc(C(=O)NNC2=NCCCCC2)cc1
  -7	1.8	7	-0.2	-2	-1	3.9	-3	-1	0.6
> CCC1(C)Cc2ccccc2-c2nc(SCC(N)=O)[nH]c(=O)c21 (centres undefined)
  5	1.2	-5	-1.3	22	2	0.2	-1	5	1.7
> O=C(NCc1ccccn1)Nc1ccc(F)c(Cl)c1
  -17	1.4	17	21	-1	0	-0.9	-3	17	0.6
> COc1ccc(CCNc2nc(C)nc3c2nnn3Cc2ccccc2)cc1
  47	0.6	-47	0.6	2	1	-3.6	0	·	-1.8
> C/C(NC1CCCCC1)=C(/C#N)C(=O)NCCN1CCOCC1
  3	0.3	-3	·	8	·	1.4	-1	-3	-0.8
> Cc1ccc(C(=O)Nc2ccncc2)c(C)c1
  10	1.0	-10	-1.2	-12	0	-2.9	3	·	-2.1

More results follow:
Order of results: SR-BI DiI inh	phage Ecoli inh	SR-BI uptake up	CAL PDZ FP-1	Tat transport	Wnt bcat act	AddAB inh	CAL PDZ FP-2	MITF act	Ecoli viability
> CC1CC(C)(C)NC(=S)N1CCC(=O)N1CCc2ccccc2C1 (centres undefined)
  11	1.4	-11	0.4	0	-4	1.4	1	-9	-1.8
> CC1=C(C(=O)N2CCOCC2)C(c2cccc3ccccc23)NC(=S)N1 (centres undefined)
  -15	1.0	15	0.3	3	-4	3.1	-2	-10	-1.0
> O=C(O)c1ccc(/C=C2\SC(=Nc3ccccc3)N(c3ccccc3)C2=O)cc1
  -6	1.0	6	-3.4	?	-2	-1.3	-2	-20	-1.1
> CC(C)S(=O)(=O)C1=NSC2=NC(=O)/C(=C\c3ccc(OC(=O)c4ccco4)cc3)C(=N)N21
  23	-1.0	-23	-2.7	1	1	-3.5	-6	-5	-3.0
> Cc1ccc(N(Cc2ccccc2O)C(=O)c2ccccc2F)cc1
  -1	0.8	1	-1.7	-3	-2	·	·	-3	·
> CC#CCCCC(=O)Nc1ccccc1C(=O)O
  -6	2.5	6	-1.4	2	23	2.1	-1	·	-0.4
> COc1ccc(-c2nc(=S)c3ccc4ccccc4c3[nH]2)cc1
  -3	3.4	3	-0.6	-9	0	·	-5	-18	·
> CC1Cc2ccccc2N1C(=O)C1CCCN(S(=O)(=O)c2cccc3nsnc23)C1 (centres undefined)
  24	2.8	-24	-3.6	4	0	1.4	0	-15	3.0
> O=C(NCCO)/C(=C\c1ccc(Br)cc1)NC(=O)c1cccs1
  -25	1.3	25	-1.5	3	·	-1.4	-2	-9	-2.6
> CCc1cccc2c1NC(=O)C2=O
  -10	1.3	10	-0.8	-3	2	·	-5	-14	·
> COC(=O)C1CCN(Cc2nnc(-c3ccccc3)o2)CC1
  11	1.0	-11	-2.7	-10	4	0.7	·	25	-1.4
> O=C(CNC(=O)c1ccco1)OCc1ccc(Br)cc1
  -36	·	36	-0.5	-6	·	0.7	-1	5	1.1
> O=C(COc1ccc2ccc(=O)oc2c1)NCc1ccccn1
  -13	2.2	13	-0.2	-5	1	6.0	-5	3	1.7
> O=C(Nc1ccc(Cl)cc1)c1ccc(Br)cc1F
  24	5.6	-24	-0.7	-4	0	1.7	-9	41	4.6
> COc1cccc(CN(C)CC(=O)Nc2ccccc2N2CCOCC2)c1OC
  13	1.4	-13	-2.6	-1	-1	-1.0	-3	0	-0.2
> Cc1ccc(C(=O)N(CC(=O)NC2CCCC2)c2ccc3c(c2)OCCO3)s1
  26	3.8	-26	-0.5	-3	-4	-4.8	·	·	-0.8

From PubChem BioAssay
